# High-throughput results as filed in PubChem BioAssay.
# PRMT1 inh: PRMT1 (human) inhibition, primary screen; Q99873; recombinant PRMT1, activity-based probe fluorescence polarization; inhibition, % at 2.79 µM; hit rate 1.3% among 370,000; AID 652257;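 active = inhibition above about 21% made by adding two undisclosed values, limit read from the data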
# PG9 Ab binder: PG9 antibody binding by small molecule | TR-FRET gp120-PG9 antibody binding | inhibition, % at 6.7 µM | hit rate 0.43% among 360,000 | AID 624416; in the data active = inhibition above about 8.5%
# TCR CD3 inh: human TCR-CD3 binding inhibition. TAMRA-labeled TCR probe fluorescence, biochemical. inhibition, % at 9.4 µM. hit rate 0.37% among 360,000; in the data active = inhibition above about 19%;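 also: recombinant mutant TCR 2C K166C tagged with TAMRA read by polarization; 0% = receptor in buffer alone and 100% = receptor with positive control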
# rCAG binder: molecules binding r(CAG) RNA repeats. r(CAG) RNA repeat, TO-PRO-1 dye displacement fluorescence. inhibition, % at 3 µM. hit rate 1.3% among 370,000;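 active = inhibition above the plate cutoff, the mean of all test compounds on that plate plus 3 SD, cut at about 35% in these data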;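 also: 0% = DMSO alone and 100% = 100 µM mitoxantrone as full dye displacement; higher means more dye released from RNA so lower well fluorescence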
# LEDGF integ inh: blocks HIV-1 LEDGF/p75-dependent DNA integration. AID 743269. TR-FRET IN-LEDGF/p75 DNA integration, Eu/Cy5. inhibition, % at 3.7 µM. hit rate 0.64% among 370,000;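 active = inhibition above the screen-wide mean plus 3 SD, cut at about 13% in these data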;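 also: signal is the Cy5 over europium emission ratio at 671 and 618 nm; 0% = plate median of compound wells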
# TDP2 absorb: blocks human TDP2 phosphodiesterase activity | O95551 | recombinant TDP2, T5PNP hydrolysis, p-nitrophenol absorbance 415 nm | inhibition, % at 12.8 µM | hit rate 0.34% among 370,000 | AID 720702;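 active = inhibition above the mean of all tested compounds plus 3 SD, set per campaign, cut at about 25% in these data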;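 also: 0% = DMSO with enzyme and 100% = buffer with substrate but no TDP2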
#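 Material: recombinant human TDP2; quantity: TDP2 enzyme at 120 nM final; medium: Tris-HCl pH 7.5 with MgCl2; compound: single concentration, 12.8 µM nominal, with 1% DMSO; incubation: 2 h enzyme incubation at 37 °C; signal: epi absorbance; measure: percent inhibition; benchmarks: high control without enzyme, low control DMSO plus TDP2; repeats: singlicate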
# SIAE primary: human SIAE inhibition, primary screen; AID 1053197; inhibition, % at 9.66 µM; hit rate 0.69% among 370,000; SIAE FP-Rh probe binding, fluorescence polarization; Q9HAT2;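 active = inhibition above a cutoff: mean of compounds within the control limits plus 3 SD of those, cut at about 17% in these data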;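 also: 0% = plate median of compound wells and 100% = probe without SIAE protein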
# Target sequence (Q9HAT2 whole entry, looked up): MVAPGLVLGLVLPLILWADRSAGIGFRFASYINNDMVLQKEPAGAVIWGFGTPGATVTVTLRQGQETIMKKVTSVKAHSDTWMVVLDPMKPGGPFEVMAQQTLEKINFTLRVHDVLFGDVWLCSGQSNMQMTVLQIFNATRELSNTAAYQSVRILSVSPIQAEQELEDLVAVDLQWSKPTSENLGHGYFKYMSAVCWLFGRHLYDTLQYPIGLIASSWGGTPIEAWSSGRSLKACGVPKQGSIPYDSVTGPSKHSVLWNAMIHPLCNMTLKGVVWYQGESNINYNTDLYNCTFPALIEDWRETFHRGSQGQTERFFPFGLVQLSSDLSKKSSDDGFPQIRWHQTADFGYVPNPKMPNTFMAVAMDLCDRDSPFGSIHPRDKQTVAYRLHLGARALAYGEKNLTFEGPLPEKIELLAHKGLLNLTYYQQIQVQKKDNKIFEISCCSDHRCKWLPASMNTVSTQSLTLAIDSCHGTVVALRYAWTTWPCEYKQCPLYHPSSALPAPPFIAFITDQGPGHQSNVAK
# Rev-erbA mod: modulates human Rev-erb alpha binding to DNA | P20393 | Rev-erbα–FITC-DNA binding, fluorescence polarization, 90 min | hit rate 0.79% among 370,000 | activity, % at 10 µM | AID 1259318;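 active = activity above about 14%, limit read from the data; passing the limit was not always enough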;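 also: 0% = DMSO wells with 35 nM protein and 100% = DMSO wells with 750 nM protein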
# HTRA1 inh: inhibitors of human serine peptidase HTRA1. Q92743. recombinant HTRA1, FP-rhodamine activity-based probe, fluorescence polarization. inhibition, % at 5.96 µM. hit rate 0.5% among 340,000; in the data active = inhibition above about 36%;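 also: 0% = enzyme with DMSO and 100% = wells lacking enzyme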
# Target sequence (Q92743 whole entry, looked up): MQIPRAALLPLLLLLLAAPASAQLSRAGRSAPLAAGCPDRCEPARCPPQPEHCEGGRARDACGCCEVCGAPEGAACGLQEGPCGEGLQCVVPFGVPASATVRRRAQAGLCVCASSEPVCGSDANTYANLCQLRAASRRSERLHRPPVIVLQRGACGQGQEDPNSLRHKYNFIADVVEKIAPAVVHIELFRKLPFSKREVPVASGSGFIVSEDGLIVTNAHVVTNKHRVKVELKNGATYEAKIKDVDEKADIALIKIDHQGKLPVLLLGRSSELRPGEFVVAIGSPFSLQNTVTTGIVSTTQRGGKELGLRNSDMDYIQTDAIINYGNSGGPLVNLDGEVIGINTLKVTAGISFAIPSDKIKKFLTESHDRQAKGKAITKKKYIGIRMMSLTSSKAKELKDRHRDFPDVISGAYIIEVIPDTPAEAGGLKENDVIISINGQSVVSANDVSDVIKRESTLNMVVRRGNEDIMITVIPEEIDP
# ABHD4 inh: inhibits mouse alpha/beta hydrolase domain 4. hit rate 0.54% among 370,000. AID 720543. Q8VD66. inhibition, % at 8.92 µM. purified mABHD4, FP-Rh probe fluorescence polarization;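 active = inhibition exceeding the mean over every tested compound plus 3 SD, cut at about 30% in these data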;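 also: 0% = plate median of compound wells and 100% = S159A mutant with DMSO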
#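 Test system: mABHD4 protein; Read-out basis: % inhibition; Incubation: 45 min + 60 min at 25 °C; Repeats: single replicate; Technique: fluorescence polarization with parallel and perpendicular emission, 525/598 nm; Compound: 8.92 µM, single dose; Benchmarks: full inhibition S159A mutant plus DMSO, zero as sample-well median.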
# Starred values were filed as active, the others as inactive; . = not tested or not shown.
structure	PRMT1 inh	PG9 Ab binder	TCR CD3 inh	rCAG binder	LEDGF integ inh	TDP2 absorb	SIAE primary	Rev-erbA mod	HTRA1 inh	ABHD4 inh
CCOc1ccc(CCNC(=O)COC(=O)c2cccc(OC)c2O)cc1OCC	1	0.8	-2	-4	-1	8	-1	1	-2	0
Cc1ccc(C(C(=O)NC(C)(C)C)N(Cc2ccccc2)C(=O)c2snc(C(N)=O)c2N)o1 (stereo unspecified)	-2	1.8	-12	-4	5	4	3	1	-8	-1
C/C(=N/NS(=O)(=O)c1ccccc1)c1c[nH]c2ccccc12	2	-1.8	-5	0	-1	11	9	-2	-8	7
CC(=O)Nc1ccc(NS(=O)(=O)c2cc([N+](=O)[O-])ccc2C)cc1	-3	-3.0	1	0	1	10	-1	2	-2	-1
CCN(CC)S(=O)(=O)c1ccc(OC)c(NC(=O)c2ccc(=O)[nH]c2)c1	-3	1.1	-3	0	0	-4	-2	5	-5	11
COc1ccc(-c2ccc(CCC(=O)O)n2NC(=O)c2cccs2)cc1	0	-3.8	7	10	-3	4	7	-3	2	6
CS(=O)(=O)N(CC(O)Cn1c2ccccc2c2ccccc21)c1cccc2ccccc12 (stereo unspecified)	1	0.9	0	8	0	-10	-53	-4	-61	-55
Oc1cccc(CCC2CCCCN2Cc2cn[nH]c2-c2ccc3c(c2)OCO3)c1 (stereo unspecified)	-1	-2.2	5	-3	3	-6	-5	-2	-5	8
COc1cc2c(cc1OC)CN(C(C)C(=O)Nc1ccc(NC(C)=O)cc1)CC2 (stereo unspecified)	-2	-2.7	5	-3	4	-2	-2	2	5	1
Cc1cccc(N=C2NC(=O)/C(=C/c3cccs3)S2)c1	3	-0.1	-3	22	-1	-7	-17	-3	-67	-32
CCOc1ccc(NC(=O)CN(C)C(=O)c2ccc(-c3ccc(C(C)=O)cc3)o2)cc1OCC	9	-0.3	-10	3	-6	-2	-8	6	-1	-15
CC(=O)N1CCN(c2ccc(OC[C@H]3CO[C@](Cn4ccnc4)(c4ccc(Cl)cc4Cl)O3)cc2)CC1	-4	-7.1	10	1	0	9	-6	0	2	-5
CC(CCN1CCC(C(O)(c2ccccc2)c2ccccc2)CC1)Oc1cc(F)cc(F)c1 (stereo unspecified)	0	.	.	3	3	-9	4	7	.	8
CCOc1ccc(CN2CCNC(=O)C2CC(=O)NCCc2nc(C)c3c(n2)CCC3)cc1 (stereo unspecified)	0	-3.5	4	-1	-3	-14	1	-4	-3	-2
CC(C)Cn1c(N)c(C(=O)COC(=O)[C@H](C)NC(=O)c2ccccc2Cl)c(=O)n(C)c1=O	-3	-0.8	10	-4	1	6	-3	6	6	1
COc1ccc(CN=C2NC(=O)CC(C(=O)Nc3ccc(Cl)cc3)S2)cc1 (stereo unspecified)	-4	-2.1	3	-3	-3	1	1	-5	-28	-8
COc1ccc(C)cc1-n1c(SCC(=O)N2CCOCC2)nc2ccccc2c1=O	3	1.3	-1	3	1	-5	-14	-4	-1	0
O=C(Nc1cccnc1)c1ccc(COc2ccccc2Br)o1	0	1.5	-3	-1	-4	2	-7	1	-25	-8
CCOc1ccccc1NC(=O)c1cccc(NC(=O)CC(c2ccccc2)c2ccccc2)c1	2	-1.1	5	10	-2	-3	-53	0	-107	-47
Cc1c(C(=O)Oc2cccc3cccnc23)oc2ccccc12	2	0.8	-3	-2	0	15	6	1	29	-5
O=[N+]([O-])c1cc(C(F)(F)F)ccc1NN=C1CCCC1	-2	0.5	-5	5	2	-4	-1	-2	1	5
COc1cc(SC)ccc1C(=O)OCC(=O)NCCC1=CCCCC1	-6	-1.9	4	-7	2	-6	-6	4	-13	-2
COc1cccc(CNCCO)c1OCc1ccccc1Cl	0	-0.9	-3	3	1	-17	-1	3	2	-1
Cc1cc(=O)n2nc(N3CCC(C(=O)NCc4ccc(Cl)cc4)CC3)sc2n1	2	-1.7	0	1	-3	16	-1	-4	0	2
COc1ccccc1N1CC(C(=O)NCC2COc3ccccc3O2)CC1=O (stereo unspecified)	1	3.1	-6	2	2	6	5	-3	-2	4
CCCS(=O)(=O)NC(=O)C1(C)CCCN(C(=O)c2ccnc(Cl)c2)C1 (stereo unspecified)	-2	1.1	-3	2	2	-11	-1	4	.	8
C=CCn1c(SCc2nc3scc(-c4ccccc4)c3c(=O)[nH]2)nnc1-c1ccccc1F	1	3.5	-1	4	2	-11	-8	1	-37	2
CC(Oc1ccc(S(=O)(=O)N2CCCC2)cc1[N+](=O)[O-])C(=O)N(C)c1ccccc1 (stereo unspecified)	3	0.0	-10	-5	-5	-4	0	-8	5	7
Cc1oc2cc(OC(=O)c3ccco3)ccc2c(=O)c1-c1nc2ccccc2n1C	-2	-3.7	7	0	6	0	3	-5	-3	6
NC(=O)CC(NC(=O)Cc1ccc(Cl)cc1)c1ccc(NCCOc2ccccc2)c([N+](=O)[O-])c1 (stereo unspecified)	2	1.5	-4	9	0	-2	-8	4	1	-1

# A second format for 4 compounds above.
COc1cc(SC)ccc1C(=O)OCC(=O)NCCC1=CCCCC1
  PRMT1 inh: -6; PG9 Ab binder: -1.9; TCR CD3 inh: 4; rCAG binder: -7; LEDGF integ inh: 2; TDP2 absorb: -6; SIAE primary: -6; Rev-erbA mod: 4; HTRA1 inh: -13; ABHD4 inh: -2

CCCS(=O)(=O)NC(=O)C1(C)CCCN(C(=O)c2ccnc(Cl)c2)C1 (stereo unspecified)
  PRMT1 inh: -2; PG9 Ab binder: 1.1; TCR CD3 inh: -3; rCAG binder: 2; LEDGF integ inh: 2; TDP2 absorb: -11; SIAE primary: -1; Rev-erbA mod: 4; HTRA1 inh: .; ABHD4 inh: 8

COc1ccc(C)cc1-n1c(SCC(=O)N2CCOCC2)nc2ccccc2c1=O
  PRMT1 inh: 3; PG9 Ab binder: 1.3; TCR CD3 inh: -1; rCAG binder: 3; LEDGF integ inh: 1; TDP2 absorb: -5; SIAE primary: -14; Rev-erbA mod: -4; HTRA1 inh: -1; ABHD4 inh: 0

COc1cccc(CNCCO)c1OCc1ccccc1Cl
  PRMT1 inh: 0; PG9 Ab binder: -0.9; TCR CD3 inh: -3; rCAG binder: 3; LEDGF integ inh: 1; TDP2 absorb: -17; SIAE primary: -1; Rev-erbA mod: 3; HTRA1 inh: 2; ABHD4 inh: -1

# Further results
structure	PRMT1 inh	PG9 Ab binder	TCR CD3 inh	rCAG binder	LEDGF integ inh	TDP2 absorb	SIAE primary	Rev-erbA mod	HTRA1 inh	ABHD4 inh
COc1ccccc1OCC(=O)N/N=C/C=C/c1ccc([N+](=O)[O-])o1	25*	-4.8	27*	36*	38*	-17	16	-1	0	24
COC(=O)c1cccc(NC(=O)Cn2nnc3ccccc32)c1	1	-0.3	4	4	19*	5	-4	-4	-2	-1
COc1cc(O)c(C=Nc2ccccc2NS(=O)(=O)c2ccc(C)cc2)c(OC)c1	-4	0.3	3	3	3	-13	10	-1	-1	-1
Cc1[nH]n(-c2ccccc2)c(=O)c1N=Nc1ccccc1O	2	-2.3	28*	40*	-9	-9	-6	4	43*	-53
C=CCNC(=O)COC(=O)c1c2c(nc3ccccc13)CCC2	-4	-2.4	-4	17	9	-11	6	-7	4	8
CCO[C@H]1OC(C(=O)N2CCOCC2)=C[C@@H](c2ccccc2)[C@@H]1CCCO	-5	0.9	0	-4	-2	4	3	1	-2	4
Cc1cc(C)nc(SCc2cc(=O)c(OC(=O)c3cc([N+](=O)[O-])ccc3Cl)co2)n1	4	-2.0	2	0	-2	3	-2	-1	2	8
O=C(CC1C(=O)NCCN1C/C=C/c1ccccc1)NCCc1cccnc1 (stereo unspecified)	0	-0.7	2	2	5	0	0	4	0	-12
O=C(c1ccc2c(c1)OCO2)C1CCCN(C(=O)NCc2ccccc2)C1 (stereo unspecified)	-3	-0.6	6	-7	-1	7	3	1	-5	-4
CC(C)(C)OC(=O)C[C@@H]1C/C=C\C[C@@H](CC(=O)N[C@H](CO)Cc2ccccc2)C(=O)NC[C@H](c2ccccc2)OC1=O	-1	-1.1	7	-5	1	1	-4	4	-3	3
CCOC(=O)c1c(-c2ccc(C)cc2C)csc1NC(=O)CSc1nnnn1C	-3	0.8	-3	2	-3	-3	-3	5	-33	-43
CC(C)N1C(=S)SC(C)(C)C1NO (stereo unspecified)	1	-1.0	-1	2	2	1	4	-5	5	-8
COc1ccc(/C=N/N(C)c2cc(=O)n(C)c(=O)[nH]2)cc1OC	0	0.1	-8	2	1	3	5	1	-1	-9
COc1ccc(-c2csc(Nc3ccc(Oc4ccccc4)cc3)n2)cc1	-2	-1.6	-2	12	0	17	6	2	.	3
CC(C)CC(NC(N)=O)C(=O)Nc1cccc([N+](=O)[O-])c1 (stereo unspecified)	1	0.4	0	1	6	-18	4	2	12	0
CC(O)CCc1ccc(O)cc1 (stereo unspecified)	3	-0.3	-6	-1	-4	-4	0	-4	1	6
CCOC(=O)N1CCC(NC(=O)c2cnn3cccnc23)CC1	-4	0.4	2	-2	2	8	6	-1	2	6
O=C(CSc1nnc(Cc2ccccc2)o1)N1CCCC1	-4	-3.0	8	-4	1	-6	6	-7	-6	0
CC(C(=O)O)n1c2ccccc2c2cnn(C)c(=O)c21 (stereo unspecified)	-1	-1.3	-2	5	1	13	1	1	-2	-5
CCCC(=O)Nc1nnc(/C=C/c2ccc(OC)cc2)s1	8	2.9	0	5	1	-16	-9	-2	-11	-19
COc1ccc(CCCc2nnc(SCC(=O)Nc3cccc(C)c3)o2)cc1	-2	0.1	-5	-5	1	-6	-7	-4	-18	-3
CCC(=O)NC(=S)Nc1ccc(NC(=O)c2ccc([N+](=O)[O-])cc2Cl)cc1	-1	-2.2	3	-1	2	-3	2	-4	4	3
COc1cccc(NC(=O)Nc2cccs2)c1	-2	0.2	0	4	0	5	4	0	0	1

# Complete entries, quoted from the list. Screens in order: PRMT1 inh	PG9 Ab binder	TCR CD3 inh	rCAG binder	LEDGF integ inh	TDP2 absorb	SIAE primary	Rev-erbA mod	HTRA1 inh	ABHD4 inh
# Listed for COc1ccc(CCCc2nnc(SCC(=O)Nc3cccc(C)c3)o2)cc1 : -2	0.1	-5	-5	1	-6	-7	-4	-18	-3
# Listed for Cc1cc(C)nc(SCc2cc(=O)c(OC(=O)c3cc([N+](=O)[O-])ccc3Cl)co2)n1 : 4	-2.0	2	0	-2	3	-2	-1	2	8

# These rows are one share of the data (hit frequency here may not be typical).
